From PubChem
TSG101-PTAP inh: blocks PTAP/TSG101 interaction to inhibit HIV-1 budding | Q99816 | Fluorescence polarization, FITC-PTAP peptide / Tsg101 binding | Potency, µM (top dose mostly 115 µM), inactives show at the top dose activity change, negative = inhibition, actives largely listed as inhibitors | 340,000 tested, under 10 active | AID 493005; active = well fitted inhibition curve with a large enough effect in the main read-out, with a control signal flat, not every such curve was filed as active; inconclusive = small, poorly fitted or top-dose-only effect, or effect the other way, or a change in a side signal; inactive = no such curve, though single readings can be large or run the other way; also: potency is read from the fitted curve at half-maximal effect; % of control where 0% means no effect
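Tsg101 binding domain (10 uM final) was mixed with compound and a FITC-labeled PTAP peptide (50 nM final) in HEPES pH 7.5 buffer with NaCl, Tween 20, EDTA and TCEP; fluorescence polarization was read after 20 min at r.t.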
a7 integrin act: activators of alpha7 integrin expression for muscular dystrophy; alpha7betagal myoblasts, beta-gal FDG fluorescence, 48 h; Potency, µM (titrated, usually from 38.3 µM), for inactives: top-dose activation, actives largely listed as activators; 350,000 compounds, 0.064% hits;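 also: potency is read from the fitted curve at half-maximal effect; 100% = response of the positive control SU9516; nearly all actives have a fitted effect of over 60% in size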
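Alpha7betagal+/- myoblasts (passage 13) were plated 16-24 hr, then exposed to compounds (1:260 dilution of DMSO stock) for 48 hours at 37C. After MPER lysis, β-galactosidase reporter activity was read as FDG fluorescence (ex 480/em 540) after 30 minutes.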
ELG1 DNA repair: ELG1-dependent DNA repair inhibition; HEK293T ELG1-luciferase reporter, luminescence, 16 h; DNA damage induced by 5-fluorouridine; Potency, µM (titrated, usually from 46.1 µM), for inactives: at the top dose activity change, negative = inhibition, actives largely listed as inhibitors; 330,000 compounds, 2.3% hits; AID 504467; also: potency is read from the fitted curve at half-maximal effect; % is scaled to controls: 0 for no effect and ±100 for the full control effect; nearly all actives have a fitted effect of over 55% in size
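Overnight (16 hr) co-exposure of 2,000 cells/well to 5-fluorouridine and compound at 37 °C preceded detection. Luciferase was quantified via ONE-Glo luminescence; loss of signal denotes inhibition.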
TSHR antagonist: blocks TSH signaling through the human TSH receptor | activity change, negative = inhibition, % at 11.5 µM | 330,000 compounds, 0.2% hits | TSHR-expressing cells, TSH-stimulated cAMP HTRF, 2 h; active compounds read low | AID 504810;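 active = activity change below a set negative limit, meaning inhibition stronger than a set level, cut at about -70% in these data; inconclusive = activity change between two set negative limits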; also: % is scaled to controls: 0 for no effect and ±100 for the full control effect
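Inhibition of cAMP made by TSHR-expressing cells under TSH stimulation (4nM final, EC80; 2 h, 37 deg C) is quantified with a one-step lysis HTRF kit, anti-cAMP cryptate versus cAMP-d2.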
Tb PFK inh: inhibitors of T. brucei phosphofructokinase; O15648; Potency, µM (doses to about 57.5 µM), inactives show top-dose activity, negative = inhibition, actives largely listed as inhibitors; AID 485367; T. brucei PFK, ADP-Glo luminescence; 330,000 compounds, 0.17% hits;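 also: potency is read from the fitted curve at half-maximal effect; 0% = uninhibited 1x PFK enzyme wells and -100% = no-enzyme wells; nearly all actives have a fitted effect of over 60% in size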
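PFK 1.25 nM, F6P 0.5 mM, ATP 0.1 mM, 0.1 M TEA pH 8.0, 5 mM MgCl2, 0.01% Tween20, 0.1% BSA; 45 min RT. ADP-Glo readout. qHTS titration up to 57 uM; curves fitted, compounds curve-classed.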
TCR activator: T cell receptor activation; AID 504894; Potency, µM (series often up to 9.22 µM), for the others: at the top dose activation of IL-2 secretion, actives largely listed as activators; 330,000 tested, under 10 active; primary human leukocytes, anti-CD3, IL-2 HTRF, 48 h; also: % of control where 0% means no effect
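TCR engagement came from a-CD3 beads alone, with compounds added to primary human leukocytes for 48 hr. Secreted IL-2 bridged europium cryptate- and d2-labelled anti-IL-2 antibodies, giving FRET emission at 665nm after 320nm excitation.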
ASM inhibitor: blocks human secretory acid sphingomyelinase; 340,000 compounds, 0.006% hits; AID 504937; placental ASM, HMU-PC fluorogenic substrate, 60 min; Potency, µM (top dose mostly 57.5 µM), for inactives: top-dose activity change, negative = inhibition, usual class: inhibitors; P17405; also: potency is read from the fitted curve at half-maximal effect
Target sequence (P17405 47-631 limits assumed): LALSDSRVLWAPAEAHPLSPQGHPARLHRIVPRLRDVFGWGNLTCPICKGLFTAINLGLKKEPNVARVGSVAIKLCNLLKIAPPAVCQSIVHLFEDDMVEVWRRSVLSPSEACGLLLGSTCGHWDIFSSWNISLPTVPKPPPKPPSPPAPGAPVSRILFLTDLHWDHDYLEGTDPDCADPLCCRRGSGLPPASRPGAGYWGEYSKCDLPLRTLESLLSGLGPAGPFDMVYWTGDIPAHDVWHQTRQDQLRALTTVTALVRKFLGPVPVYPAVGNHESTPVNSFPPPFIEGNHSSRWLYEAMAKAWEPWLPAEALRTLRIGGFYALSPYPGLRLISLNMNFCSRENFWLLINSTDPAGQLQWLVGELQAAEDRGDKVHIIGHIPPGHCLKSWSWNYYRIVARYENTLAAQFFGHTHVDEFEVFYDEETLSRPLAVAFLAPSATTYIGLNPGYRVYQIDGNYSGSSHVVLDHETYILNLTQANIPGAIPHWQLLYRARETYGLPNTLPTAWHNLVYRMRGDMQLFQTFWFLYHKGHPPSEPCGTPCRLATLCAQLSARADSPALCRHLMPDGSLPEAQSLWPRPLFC
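HMU-PC0 cleavage (9 uM final) by human placental ASM, 60 min at 37 °C following 10 min compound exposure at RT; stopped at pH 10, fluorescence Ex 386/Em 447 nm.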
Mito fusion yeast: blocks mitochondrial division or promotes mitochondrial fusion. 320,000 compounds, 0.23% hits. Potency, µM (doses to about 46.1 µM), without a hit: at the highest dose growth rescue (activation), usual class: activators. S. cerevisiae fusion-defective mutant growth rescue, CellTiterGlo 48 h;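 also: potency is read from the fitted curve at half-maximal effect; % of control where 0% means no effect; nearly all actives have a fitted effect of over 45% in size; temperature-sensitive fusion mutants such as fzo1-1 at 37 °C on non-fermentable ethanol glycerol medium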
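Luminescent cell viability in 1536-well qHTS format served as the measure of rescued growth in ts fusion-mutant S. cerevisiae cultured on non-fermentable YPEG for 48 hours at 37C.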
Eya2 inh: inhibitors of human Eya2 phosphatase activity; Potency, µM (series often up to 76.9 µM), without a hit: at the highest dose activity, negative = inhibition, usual class: inhibitors; AID 488837; recombinant Eya2, OMFP fluorescence dephosphorylation (OMFP is methylfluorescein phosphate); 330,000 compounds, 0.006% hits; also: potency is read from the fitted curve at half-maximal effect; % is scaled to controls: 0 for no effect and ±100 for the full control effect
Target sequence (O00167 whole entry, looked up): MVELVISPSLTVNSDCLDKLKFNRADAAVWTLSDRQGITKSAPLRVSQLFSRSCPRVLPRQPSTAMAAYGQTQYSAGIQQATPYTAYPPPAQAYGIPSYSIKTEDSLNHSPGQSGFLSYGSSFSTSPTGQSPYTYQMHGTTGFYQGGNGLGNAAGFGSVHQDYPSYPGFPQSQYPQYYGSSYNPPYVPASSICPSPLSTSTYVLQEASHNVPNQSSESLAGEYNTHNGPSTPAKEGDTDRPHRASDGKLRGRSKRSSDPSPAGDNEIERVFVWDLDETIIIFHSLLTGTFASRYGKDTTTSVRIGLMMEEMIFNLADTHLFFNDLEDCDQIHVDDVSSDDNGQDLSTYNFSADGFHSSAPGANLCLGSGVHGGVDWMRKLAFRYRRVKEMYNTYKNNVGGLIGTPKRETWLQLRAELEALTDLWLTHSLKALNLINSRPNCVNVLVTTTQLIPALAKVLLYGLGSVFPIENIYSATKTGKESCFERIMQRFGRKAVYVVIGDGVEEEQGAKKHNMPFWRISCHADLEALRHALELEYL
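Eya2 (0.2 uM) preincubated 10 min at ambient with compound, then OMFP substrate added at 50 uM; 10 min reaction in 50 mM HEPES pH 7.5, 50 mM NaCl, 5 uM MgCl2, 0.05% BSA, 1 mM DTT. Fluorescence read at Ex 485/Em 525 nm.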
A-T KAP1 phos: potential ataxia-telangiectasia treatments restoring KAP-1 phosphorylation; […] A-T fibroblasts, KAP-1 phosphorylation AlphaLISA; neocarzinostatin DNA damage 30 min before lysis; Potency, µM (top dose mostly 57.5 µM), for inactives: at the top dose activation, usual class: activators; 320,000 compounds, 0.19% hits; AID 485349; also: potency is read from the fitted curve at half-maximal effect; % of control where 0% means no effect; nearly all actives have a fitted effect of over 45% in size
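ATM-like activity read as KAP-1 phosphorylation via AlphaLISA donor/acceptor antibody pairs after lysis and 6 hr at 25C. Cells were ATM-null patient fibroblasts ([…], hTERT), dosed 60 min, then exposed to the DSB inducer NCS for 30 min.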
BCR signal inh: inhibitors of chronic active B-cell receptor signaling. ABC-DLBCL IkBa-CBG/CBR reporter, luminescence ratio, 4 h. Potency, µM (highest dose often 46.1 µM), for inactives: at the top dose ratio change, negative = lower green/red ratio, hits mostly inhibitors. 340,000 compounds, 0.05% hits; active = well fitted inhibition curve with a large enough effect in the signal ratio, with a control signal flat, not every such curve was filed as active; inconclusive = small, poorly fitted or top-dose-only effect, or effect the other way, or a change in a side signal; the % refers to the signal ratio;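 also: potency is read from the fitted curve at half-maximal effect; plate controls were basal doxycycline-induced cells for no effect and cells given 10 µM MG132 for full effect; MG132 reads +100%, hits lower the ratio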
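Concentration-response series (up to 46 uM) were applied to TMD8 dual-reporter cells for 4 h at 37C with doxycycline. Green/red ratio, after filter-overlap correction, defined %Activity; red signal alone was normalised to basal cells and zero luminescence.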
Starred values were filed as active, the others as inactive; ? = inconclusive; . = no result given; [ ] = another dose, or the depositor's remark. Unless noted, calls follow the shape of the dose curve; as a rule, active = well fitted curve in the direction sought with a large enough effect; inconclusive = small, poorly fitted or top-dose-only effect, or another doubt; inactive = no such curve, though single readings can be large; an effect the other way counts as inactive or inconclusive.

SMILES	TSG101-PTAP inh	a7 integrin act	ELG1 DNA repair	TSHR antagonist	Tb PFK inh	TCR activator	ASM inhibitor	Mito fusion yeast	Eya2 inh	A-T KAP1 phos	BCR signal inh
c1ccc(CCNc2nc(-c3ccncc3)nc3ccccc23)cc1	-5%	-53%[inhibitor]	15µM*	3	0%	6%	-4%	-4%	4%	-19%	1%
CCOC(=O)N1CCN(C(=O)c2cn(CC)c3ccc(S(=O)(=O)N4CCC(C)CC4)cc3c2=O)CC1	-9%	-12%	11%	15	14%	-2%	4%	5%	4%	1%	0%
CCN(CC)S(=O)(=O)c1ccc(N2CCCC2)c(NC(=O)C2=NN(c3ccccc3)C(=O)CC2)c1	-2%	-31%	-5%	-8	0%	1%	-2%	9%	16%	-1%	14%
CC(C)NC(=O)CCCc1ccccc1	-4%	5%	?	-4	-7%	-3%	6%	1%	22%	-6%	0%
CC(=O)Nc1ccc(S(=O)(=O)N2CCC(C(=O)O)CC2)cc1	0%	13%	2%	-3	-1%	8%	-3%	-2%	7%	1%	7%
Cc1ccc(S(=O)(=O)Nc2ccccc2/C=N/c2nc3ccccc3n2C)cc1	-3%	-17%	?	-7	2%	-2%[46.1 µM]	0%	4%	2%	-1%	?
CCOC(=O)N/N=C\c1cccc(OC)c1	0%	3%	?	24	0%	-4%	3%	-2%	1%	12%[11.5 µM]	-10%
CCOC(=O)c1c(/N=C/c2cc(OC)cc([N+](=O)[O-])c2O)sc(C)c1C	-5%	11%	-1%	9	0%	-1%[46.1 µM]	-2%	0%	-5%	-3%	-2%
COc1ccc2cc(CN(CCc3ccccc3)Cc3nnnn3Cc3ccco3)c(=O)[nH]c2c1	-1%	-2%	?	-17	-3%	-3%	5%	-3%	5%	3%	-12%
COc1ccc(/C=N/NC(=O)Cn2cnc3ccccc3c2=O)cc1OC	-3%	-6%	8%	-4	-13%	-1%[46.1 µM]	-1%	-3%	3%	3%	-2%
CCN(c1ccccc1)S(=O)(=O)c1ccc(NN)nc1	-6%	-40%	-8%	5	0%	-3%	4%	-4%	-6%	-3%	0%
CC1(C)CC(=O)C2=C(C1)OC1=C(C(=O)CC(C)(C)C1)C2c1ccccc1	-7%	12%	-2%	6	1%	-9%	0%	0%	2%	.	18%
O=C(CSCc1ccc(Cl)cc1)N/N=C/c1ccc(OCC(=O)Nc2ccccc2)cc1	-7%	4%	?	-30	-12%	2%	-16%	1%	-7%	-3%	-6%
COc1ccc(-c2nnc(SC(C)C(=O)Nc3nccs3)n2Cc2ccccc2)cc1OC (centres undefined)	-5%	15%	-24%	12	-2%	0%	-4%	5%	9%	.	18%
COc1ccc2[nH]c(C(=O)N(C)Cc3ccccc3)c(C)c2c1	-2%	?	?	21	2%	-14%	-2%	10%	-27%	4%	-1%

Part of the list above, field by field.
Structure: COc1ccc(/C=N/NC(=O)Cn2cnc3ccccc3c2=O)cc1OC
  TSG101-PTAP inh: -3%	a7 integrin act: -6%	ELG1 DNA repair: 8%	TSHR antagonist: -4	Tb PFK inh: -13%	TCR activator: -1%[46.1 µM]	ASM inhibitor: -1%	Mito fusion yeast: -3%	Eya2 inh: 3%	A-T KAP1 phos: 3%	BCR signal inh: -2%

Structure: CCN(c1ccccc1)S(=O)(=O)c1ccc(NN)nc1
  TSG101-PTAP inh: -6%	a7 integrin act: -40%	ELG1 DNA repair: -8%	TSHR antagonist: 5	Tb PFK inh: 0%	TCR activator: -3%	ASM inhibitor: 4%	Mito fusion yeast: -4%	Eya2 inh: -6%	A-T KAP1 phos: -3%	BCR signal inh: 0%

Structure: CC1(C)CC(=O)C2=C(C1)OC1=C(C(=O)CC(C)(C)C1)C2c1ccccc1
  TSG101-PTAP inh: -7%	a7 integrin act: 12%	ELG1 DNA repair: -2%	TSHR antagonist: 6	Tb PFK inh: 1%	TCR activator: -9%	ASM inhibitor: 0%	Mito fusion yeast: 0%	Eya2 inh: 2%	A-T KAP1 phos: .	BCR signal inh: 18%

Structure: O=C(CSCc1ccc(Cl)cc1)N/N=C/c1ccc(OCC(=O)Nc2ccccc2)cc1
  TSG101-PTAP inh: -7%	a7 integrin act: 4%	ELG1 DNA repair: ?	TSHR antagonist: -30	Tb PFK inh: -12%	TCR activator: 2%	ASM inhibitor: -16%	Mito fusion yeast: 1%	Eya2 inh: -7%	A-T KAP1 phos: -3%	BCR signal inh: -6%

(more compounds)
SMILES	TSG101-PTAP inh	a7 integrin act	ELG1 DNA repair	TSHR antagonist	Tb PFK inh	TCR activator	ASM inhibitor	Mito fusion yeast	Eya2 inh	A-T KAP1 phos	BCR signal inh
Cc1[nH]n(-c2ccccc2)c(=O)c1/C=N/c1nn[nH]n1	-3%	-2%	13%	7	?	6%	-1%	-8%	7%	-1%	21%
COc1cc2cc(CCCOC(=O)c3cccc(Br)c3)oc(=O)c2cc1OC	2%	17%	-14%	-4	2%	2%	-13%	7%	11%	15%	1%
CC(C)(C)n1nc2c(c1NC(=O)Cc1ccc(Cl)cc1)CS(=O)(=O)C2	.	9%	-2%	-12	-10%	-2%	0%	-2%	2%	-2%	4%
COc1ccc(C)cc1NC(=O)c1nn(-c2ccccc2)cc1OC	-10%	-3%	?	6	1%	6%	-4%	?	-9%	4%	-3%
Cc1ccc2[nH]c(=O)c(CN(CC3COCCO3)C(=O)Nc3ccccc3C)cc2c1 (centres undefined)	-2%	19%	?	-9	-2%	-1%	-1%	-2%	-9%	9%	8%
Cc1ccc(NC(=S)NNC(=O)c2nnn(-c3ccccc3)c2C)cc1	1%	-3%	11%	5	0%	7%[46.1 µM]	2%	0%	-4%	3%	2%
COc1cc(OC)cc(C(=O)Nc2ncc3c(n2)CC(C)CC3=O)c1 (centres undefined)	-7%	-22%	-23%	-12	-6%	-1%	-1%	5%	17%	3%	?
O=C(OCC(=O)N1CCN(c2ccccc2)CC1)c1cccs1	-1%	-3%	17%	3	-5%	5%	-1%	4%	-31%	0%	6%
O=S(=O)(NC1CCCCC1)c1ccc(Cl)nc1	-3%	-22%	-3%	1	-1%	-2%[46.1 µM]	6%	4%	0%	-5%	-2%
Cn1nccc1C(=O)N(CCN1CCCCC1)CC1CCCN(C2CCCC2)C1 (centres undefined)	-8%	-14%	?	-1	1%	-1%	10%	0%	-5%	5%	-2%
Cc1cccc(-n2c3nc(=O)[nH]c(=O)c-3cc3c(C)nn(-c4ccccc4)c32)c1	.	.	2%	-6	3%	0%[46.1 µM]	.	-7%	0%	0%	-5%
CC1CCN(c2ccc(N3C(=O)C4CCCCC4C3=O)cc2[N+](=O)[O-])CC1 (centres undefined)	-7%	-3%	20%	-1	-5%	1%[46.1 µM]	-8%	-2%	2%	3%	1%
COc1ccc(S(=O)(=O)NCc2ccccn2)cc1OC	1%	3%	21%	-5	-3%	3%	7%	-18%	5%	0%	-1%
Cc1ccc(CCN2CC(C(=O)NCCc3ccccc3)CC2=O)cc1 (centres undefined)	3%	15%	5%	-3	0%	5%	7%	-5%	0%	-6%	?
COc1ccc(CCNC(=O)C(C)SCc2ccccc2)cc1 (centres undefined)	-1%	-26%	7%	-1	-6%	-4%	-3%	0%	-8%	-6%	0%
O=C(/C=C/c1ccc(Br)cc1)NC(=S)N1CCOCC1	0%	3%	4%	-6	4%	7%	-3%	-7%	-16%	2%	-16%
COc1ccc(CC(=O)N2CCC(CCC(=O)Nc3ccccc3)CC2)cc1	-6%	0%	8%	16	3%	-10%	-3%	-1%	-4%	3%	-1%
CCc1nc(SCC(=O)Nc2cc(OC)ccc2OC)c2c(C)c(C)sc2n1	1%	-20%	?	-3	6%	-5%	10%	-9%	-17%	9%	?
Cc1ccc(/C=C/C(=O)NC2=NCCS2)cc1	-2%	-25%	?	5	0%	-7%[46.1 µM]	1%	14%	2%	-4%	?
